# Compound activity from PubChem BioAssay.
# M1 antag – human M1 muscarinic receptor antagonists, primary screen, CHO-K1 cells, Fluo-8 calcium fluorescence, 1536-well; inhibition, % at 3 µM; CHO-K1 hM1, ACh EC80 antagonist; Muscarinic acetylcholine receptor M1 (Homo sapiens), P11229; actives 1.3% (n = 360,000);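 active = percent inhibition above its own plate's cutoff, namely the mean of that plate's compound wells plus 3 SD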;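 note: peak over basal fluorescence ratio during 140 s after agonist addition; 0% = ACh EC80 plus DMSO and 100% = DMSO alone without agonist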
# Target sequence (P11229 whole entry, looked up): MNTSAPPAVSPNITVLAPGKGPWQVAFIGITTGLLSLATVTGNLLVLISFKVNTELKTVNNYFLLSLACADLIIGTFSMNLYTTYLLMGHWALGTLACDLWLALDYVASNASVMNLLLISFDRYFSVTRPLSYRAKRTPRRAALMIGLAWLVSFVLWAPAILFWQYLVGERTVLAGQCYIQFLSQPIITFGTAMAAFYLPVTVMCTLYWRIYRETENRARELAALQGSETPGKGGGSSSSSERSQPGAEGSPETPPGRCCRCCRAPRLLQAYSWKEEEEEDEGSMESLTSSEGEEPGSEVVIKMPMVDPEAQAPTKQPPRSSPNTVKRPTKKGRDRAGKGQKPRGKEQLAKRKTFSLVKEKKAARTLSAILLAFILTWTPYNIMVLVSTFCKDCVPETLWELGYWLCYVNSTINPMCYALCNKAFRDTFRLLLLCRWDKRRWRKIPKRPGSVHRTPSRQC
# CHRM5 PAM – human M5 muscarinic receptor positive allosteric modulators, primary screen, CHO-K1 cells, Fluo-8 calcium fluorescence; activation, % at 3 µM; CHO-K1 hM5, ACh EC20 PAM; 0% = ACh EC20, 100% = ACh EC100; actives 0.3% (n = 360,000); Muscarinic acetylcholine receptor M5 (Homo sapiens), P08912; AID 624038, 2012;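 active = activation above the run cutoff, the mean activation of all test compounds plus 3 SD, cut at about 18% in these data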
#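 Probe or stimulus: acetylcholine, EC20 level; Assay system: human M5 receptor in CHO-K1 cells; Schedule: compound preincubation 140 s before EC20 acetylcholine addition; Technique: intracellular calcium via Fluo-8 fluorescence; Dosing: single-point, 3 µM nominal; Read-out basis: percent activation from peak-over-basal fluorescence ratio, scaled EC20-to-EC100 acetylcholine; Repeats: one well per compound, no replicates.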
# M5 ag – human M5 muscarinic receptor agonists, primary screen, CHO-K1 cells, Fluo-8 calcium fluorescence | Muscarinic acetylcholine receptor M5 (Homo sapiens), P08912 | CHO-K1 hM5 cells; 0% DMSO wells, 100% maximal acetylcholine response | activation, % at 3 µM | actives 0.19% (n = 360,000) | AID 624037, 2012;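 active = activation above the run's mean over test compounds plus 3 SD, cut at about 23% in these data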;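 note: signal is peak over basal fluorescence ratio across the kinetic read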
# CRFBP-R2 agonist – agonists of CRF-BP/CRF-R2 complex, primary screen, cell-based, HEK293, calcium dye fluorescence, uHTS; calcium dye fluorescence (FLIPR); percent of saturating CRF peptide response; activation, % at 13.2 µM; actives 0.46% (n = 350,000); AID 588473, 2011;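 active = activation of at least 50%, plus an integration ratio under a set limit after plate pattern correction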;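 note: plate controls were neutral control wells without compound for no effect and CRF at EC100 for full effect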
# CHRM4 antagonist – human M4 muscarinic receptor antagonists, primary screen, CHO cells, Fluo-8 calcium fluorescence. Muscarinic acetylcholine receptor M4 (Homo sapiens), P08173. AID 624125, 2012. CHO-hM4 cells, ACh EC80. actives 0.73% (n = 360,000). inhibition, % at 3 µM;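 active = inhibition above its plate's cutoff, the mean inhibition of sample wells plus 3 SD, cut at about 27% in these data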;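 note: 0% = acetylcholine EC80 with DMSO and 100% = DMSO without agonist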
# Target sequence (P08173 whole entry, looked up): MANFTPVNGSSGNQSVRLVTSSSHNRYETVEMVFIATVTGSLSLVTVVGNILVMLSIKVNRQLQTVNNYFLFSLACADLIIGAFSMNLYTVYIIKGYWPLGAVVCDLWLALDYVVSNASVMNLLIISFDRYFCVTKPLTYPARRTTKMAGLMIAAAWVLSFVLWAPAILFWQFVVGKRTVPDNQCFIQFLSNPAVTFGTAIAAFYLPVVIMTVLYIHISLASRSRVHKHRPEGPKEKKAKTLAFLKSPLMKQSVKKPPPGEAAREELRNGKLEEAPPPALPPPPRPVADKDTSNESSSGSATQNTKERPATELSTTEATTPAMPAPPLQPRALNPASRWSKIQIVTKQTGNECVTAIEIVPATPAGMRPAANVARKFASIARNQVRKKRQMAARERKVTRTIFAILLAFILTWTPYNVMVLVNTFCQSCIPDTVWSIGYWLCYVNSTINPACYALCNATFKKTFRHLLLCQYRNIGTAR
# CHRM5 antagonist – human M5 muscarinic receptor antagonists, primary screen, CHO cells, Fluo-8 calcium fluorescence. CHO-hM5 cells, ACh EC80. Muscarinic acetylcholine receptor M5 (Homo sapiens), P08912. actives 0.59% (n = 360,000). AID 624040, 2012. inhibition, % at 3 µM;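 active = inhibition above a per-plate cutoff, the mean of that plate's test compounds plus 3 SD, cut at about 27% in these data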;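 note: 0% = acetylcholine EC80 with DMSO and 100% = DMSO without agonist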
# CHRM1 PAM – human M1 muscarinic receptor positive allosteric modulators, primary screen, CHO-K1 cells, Fluo-8 calcium fluorescence, 1536-well. CHO-K1 hM1, ACh EC20; 0% = ACh EC20, 100% = maximal ACh. activation, % at 3 µM. actives 0.088% (n = 360,000); in the data active = activation above about 19%, passing the limit was not always enough
# M4 PAM – human M4 muscarinic receptor positive allosteric modulators, primary screen, CHO-K1 cells, Fluo-8 calcium fluorescence; actives 0.4% (n = 360,000); Muscarinic acetylcholine receptor M4 (Homo sapiens), P08173; activation, % at 3 µM; CHO-K1 hM4/Gqi5, ACh EC20; 0% = ACh EC20, 100% = maximal ACh;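 active = activation above its plate's cutoff, the mean activation of sample wells plus 3 SD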; note: some results filed as inactive read as strong as hits
# CHRM4 agonist – human M4 muscarinic receptor agonists, primary screen, CHO-K1 cells, Fluo-8 calcium fluorescence; Muscarinic acetylcholine receptor M4 (Homo sapiens), P08173; activation, % at 3 µM; AID 624127, 2012; CHO-K1 hM4/Gqi5; vehicle 0%, full acetylcholine response 100%; actives 0.14% (n = 360,000);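 active = activation above the run mean over all test wells plus 3 SD, cut at about 32% in these data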;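 note: peak over basal fluorescence ratio per well then scaled between controls; 0% = DMSO wells and 100% = acetylcholine at EC100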
# * = called active by the depositor; nt = no result given.
SMILES,M1 antag,CHRM5 PAM,M5 ag,CRFBP-R2 agonist,CHRM4 antagonist,CHRM5 antagonist,CHRM1 PAM,M4 PAM,CHRM4 agonist
CC(C)c1ccc(NC(=O)Cn2c(=O)oc3ccccc32)cc1,3,-11,-3,-1.8,2,11,4,-10,6
O=C(CNC(c1ccccc1)c1ccccc1)Nc1c(F)cccc1F,12,-6,-5,-0.1,7,6,-2,-6,-1
O=C(Nc1ccc(Cl)cc1)Nc1ccc(-c2cnco2)cc1,19,-12,6,-0.8,0,13,-13,-4,11
O=C(CCn1c(=O)oc2ccccc21)Nc1ccon1,1,3,3,-1.0,13,1,5,-1,0
Cc1nn(Cc2ccc(C(=O)n3cccn3)o2)c(C)c1Br,-2,-2,0,-1.5,3,1,2,-2,0
Cc1cn([C@H]2C[C@H](O)[C@@H](CCC(=O)NCCCc3ccccc3)O2)c(=O)[nH]c1=O,-41,-2,3,nt,6,6,7,-1,1
O=C1CC(c2ccc(O)cc2)Oc2cc(O)ccc21 (centres undefined),6,-5,3,-1.1,-21,8,8,13,4
CNc1ccccc1C(=O)OC,-12,9,2,0.2,-21,-2,5,10,2
Cc1c(OCC(=O)OC(C)C)ccc2c3c(c(=O)oc12)CCC3,-1,5,-1,-1.9,-4,-4,11,7,2
Cc1ccc(N2C(=O)c3ccccc3C2C(=O)c2ccc(C)c(C)c2O)cc1 (centres undefined),2,4,-8,0.3,2,0,-3,-1,0
CCOC(=O)c1ccc(NC(=O)N2CCN(c3ccccn3)CC2)cc1,0,-1,2,0.0,14,2,8,4,5
CCN(CC(=O)Nc1ccccc1C(F)(F)F)C(=O)c1cccc(S(=O)(=O)N2CCN(C)CC2)c1,-12,2,1,1.2,-9,6,9,-1,1
O=C(/C=C/c1ccccc1)NCCS(=O)(=O)N1CCN(c2ccc(F)cc2)CC1,10,-6,-1,-1.0,6,5,-6,-4,9
CC(C)(C)C(=O)Nc1c(Cl)cccc1OC(F)(F)F,0,0,4,3.2,-1,17,8,-1,0
CC(NC(=O)c1cccc2c1Oc1ccccc1S2)C(=O)O (centres undefined),-7,3,1,nt,-3,-3,6,11,-1
Cc1cc(-c2nnc(CCC(=O)NC(c3ccccc3)c3ccccc3)o2)no1,8,5,0,-1.4,5,5,-1,-1,1
Cc1ccc(-c2n[nH]c(Cc3ccccc3)n2)cc1,5,-4,1,0.2,0,-6,-2,3,1
c1ccc(CNCc2ccc(CNCc3ccccc3)cc2)cc1,2,-4,0,9.9,-5,8,-8,-12,7
O=C(CN(Cc1cccs1)C(=O)CNS(=O)(=O)c1ccccc1)NCc1ccco1,-3,0,0,-4.2,-1,10,0,-1,1
CCOc1cc(C(=O)Nc2nnc(CC)s2)ccc1OCC(=O)N1CCOCC1,-14,5,1,1.4,4,-7,3,4,2
Cc1ccc(S(=O)(=O)NC[C@H]2O[C@@H](n3cnc4c(N)ncnc43)[C@H](O)[C@@H]2O)s1,6,-2,2,-1.0,-5,0,1,0,0
O=C(Cc1ccccc1)N1N=C(c2ccncc2)CC1(O)C(F)(F)F (centres undefined),-8,6,-7,0.6,5,6,7,-1,2
N/C(COc1cccc(C(F)(F)F)c1)=N\NC(=O)c1cccnc1Oc1ccccc1,-13,3,3,-1.1,0,-8,6,2,2
CCS(=O)(=O)c1ccc2oc(SCC(=O)Nc3ccc(OC)cc3)nc2c1,0,13,3,2.9,-13,4,4,7,1
CCOC(=O)C1=C(c2ccccc2)O/C(=C(\C(=O)OC)C(F)(F)F)S1,3,-6,-5,-0.5,-3,6,-5,-3,0
# Continuation:
SMILES,M1 antag,CHRM5 PAM,M5 ag,CRFBP-R2 agonist,CHRM4 antagonist,CHRM5 antagonist,CHRM1 PAM,M4 PAM,CHRM4 agonist
CCOC(=O)CSc1nc(-c2ccccn2)ncc1OC,-8,3,-3,-0.6,1,-4,12,0,1
CCOC(=O)N1CCN(C(=O)c2ccc(S(=O)(=O)Nc3ccccc3)cc2)CC1,-9,-2,8,0.0,-3,10,12,3,6
OC(CC#CCN1CCOCC1)(c1ccccc1)c1ccccc1,-10,-6,1,-1.2,9,4,5,-3,2
CC(=O)Oc1cc(O)c2c(=O)c(OC(C)=O)c(-c3ccc(OC(C)=O)c(OC(C)=O)c3)oc2c1,-6,5,9,0.6,-17,3,13,9,0
CC(C)C[C@@H](CN1CCC[C@H]1CN1C(=O)C(=O)NC[C@@H]1Cc1ccccc1)N1C[C@H](Cc2ccccc2)N(CC2CCCCCC2)C(=O)C1=O,nt,-2,-2,nt,-6,3,nt,4,-1
CC(=O)Nc1ccccc1C(=O)N1CCN(Cc2ccccc2)CC1,-4,2,0,4.7,-12,-10,4,3,2
O=C(N/N=C/c1ccc[nH]1)c1cc(-c2cccs2)nc2ccccc12,-5,-7,0,-1.6,-8,5,1,-2,5
CCOc1ccc(S(=O)(=O)Nc2cccc(C(=O)N3CC(C)OC(C)C3)c2)cc1 (centres undefined),6,-1,7,0.1,4,-3,-4,-5,2
Cc1nc2ccc(NC(=O)c3ccc(Cl)c(S(=O)(=O)N(C)c4ccccc4)c3)cc2s1,25,2,1,29,-14,-2,-13,0,3
Cc1ccc(S(=O)(=O)NNC(=S)Nc2ccc(Cl)cc2)cc1,11,-7,2,-3.7,9,9,-5,-6,4
CCOC(=O)c1sc(NC(=O)CSc2nc(C)cc(C(F)(F)F)n2)c(C#N)c1C,-10,-3,-4,1.8,12,5,18,1,0
Cc1cc(-c2nnc(SCC(=O)Nc3ccc(Cl)cn3)n2N)n[nH]1,-8,5,-1,0.8,-6,-10,6,2,0
CC1CCN(C(=O)COc2coc(CN3CCc4ccccc43)cc2=O)CC1,-11,2,-5,-2.5,1,-9,13,12,1
N=c1ccccn1CC(O)COc1ccccc1 (centres undefined),-4,4,-6,3.0,-2,-8,3,3,0
CC(C)(c1ccc(O)cc1)c1ccc(O)c(C(=O)O)c1,-10,-2,0,-2.1,-7,9,11,5,-1
COc1cc(N2CCCC2)c(OC)cc1/C=C(/C#N)c1ccc(Br)cc1,3,0,1,35,8,-1,1,-3,1
Nc1nnnn1/N=C/c1cc([N+](=O)[O-])ccc1O,0,6,4,0.3,1,-13,26*,4,2
Cc1ccc(NC(=O)NC(=O)CN2CCN(c3ccc(O)cc3)CC2)c(C)c1,-5,-2,4,-0.9,-4,9,10,15,6
COc1cccc(Nc2ncnc3onc(-c4ccccc4OC)c23)c1,11,10,-1,-1.0,5,7,-2,-4,0
CCc1cc(CNC(=O)C2CCC(=O)N(Cc3ccccc3F)C2)on1 (centres undefined),-19,-2,0,3.1,-21,-5,7,2,1
CC(=O)c1c(C)[nH]c(C(=O)N2CCN(S(=O)(=O)c3ccc(C)cc3C)CC2)c1C,-11,-12,2,-0.7,2,6,7,6,7
Cc1ccccc1C(=O)Nc1cc(C(F)(F)F)ccc1-n1cncn1,-1,0,1,-0.9,9,-3,6,0,0
Cc1ccc(/C=C2\SC(=S)N(/N=C/c3cc([N+](=O)[O-])ccc3O)C2=O)o1,2,-8,1,4.2,-10,5,-3,5,4
CC(Oc1ccc(Cl)cc1Cl)C(=O)NCCN1CCOCC1 (centres undefined),14,-2,1,0.6,-1,1,-5,2,1
O=C(N1CCCCC1)N1CCN(C(=O)N2CCCCC2)CC1,-11,5,0,2.1,-6,6,10,17,1

# 10 compounds already listed, arranged by molar mass, rising.
SMILES,M1 antag,CHRM5 PAM,M5 ag,CRFBP-R2 agonist,CHRM4 antagonist,CHRM5 antagonist,CHRM1 PAM,M4 PAM,CHRM4 agonist
CC(C)(c1ccc(O)cc1)c1ccc(O)c(C(=O)O)c1,-10,-2,0,-2.1,-7,9,11,5,-1
O=C(N1CCCCC1)N1CCN(C(=O)N2CCCCC2)CC1,-11,5,0,2.1,-6,6,10,17,1
CC(=O)Nc1ccccc1C(=O)N1CCN(Cc2ccccc2)CC1,-4,2,0,4.7,-12,-10,4,3,2
Cc1ccccc1C(=O)Nc1cc(C(F)(F)F)ccc1-n1cncn1,-1,0,1,-0.9,9,-3,6,0,0
CC(Oc1ccc(Cl)cc1Cl)C(=O)NCCN1CCOCC1 (centres undefined),14,-2,1,0.6,-1,1,-5,2,1
COc1cccc(Nc2ncnc3onc(-c4ccccc4OC)c23)c1,11,10,-1,-1.0,5,7,-2,-4,0
Cc1ccc(NC(=O)NC(=O)CN2CCN(c3ccc(O)cc3)CC2)c(C)c1,-5,-2,4,-0.9,-4,9,10,15,6
Cc1ccc(/C=C2\SC(=S)N(/N=C/c3cc([N+](=O)[O-])ccc3O)C2=O)o1,2,-8,1,4.2,-10,5,-3,5,4
CCOc1ccc(S(=O)(=O)Nc2cccc(C(=O)N3CC(C)OC(C)C3)c2)cc1 (centres undefined),6,-1,7,0.1,4,-3,-4,-5,2
CC(=O)Oc1cc(O)c2c(=O)c(OC(C)=O)c(-c3ccc(OC(C)=O)c(OC(C)=O)c3)oc2c1,-6,5,9,0.6,-17,3,13,9,0

# Next structures follow.
SMILES,M1 antag,CHRM5 PAM,M5 ag,CRFBP-R2 agonist,CHRM4 antagonist,CHRM5 antagonist,CHRM1 PAM,M4 PAM,CHRM4 agonist
CC(=O)Nc1ccc(NC(=O)C(NS(=O)(=O)c2ccc3c(c2)OCCO3)C(C)C)cc1 (centres undefined),14,-6,1,0.0,7,7,-2,-5,1
CC1=C(C(=O)N2CCOCC2)CC(CC(=O)NCc2cccc3ccccc23)C(=O)N1Cc1ccc(C(C)(C)C)cc1 (centres undefined),11,-4,4,nt,3,10,-14,-10,11
CC(=O)c1c(C)[nH]c(=S)c(C#N)c1-c1ccc(F)cc1,-7,-6,0,-4.2,8,7,2,-11,0
CCCCOc1ccc(C(=O)N2CCN(c3ccc(N4CCOCC4)nn3)CC2)cc1,-9,-7,-6,-1.7,-22,8,3,10,2
Cc1ccc(S(=O)(=O)N(C)C)cc1NC(=O)COC(=O)CC1CCCC1,-13,2,3,-0.4,1,1,7,7,2
COc1ccc(N(CC(=O)NCCSCc2ccc(C)cc2)S(=O)(=O)c2ccccc2)cc1,-7,-5,-3,13,-11,-1,3,6,4
